Source: PubChem BioAssay
MBNL1 CUG block – qHTS Assay for Inhibitors of MBNL1-poly(CUG) RNA binding | TR-FRET MBNL1-His/biotin-(CUG)12 binding, 665/545 ratio | 280,000 tested, 0.036% active | Muscleblind-like protein 1 (Homo sapiens), Q9NR56 | Potency, µM (highest dose often 57.5 µM), for inactives: top-dose activity change, negative = inhibition, most hits filed as inhibitors; active = well fitted inhibition curve with a large enough effect in the signal ratio, with a control signal flat, not every such curve was filed as active; inconclusive = small, poorly fitted or top-dose-only effect, or effect the other way, or a change in a side signal; inactive = no such curve, though single readings can be large or run the other way; the % refers to the signal ratio; also: potency is read from the fitted curve at half-maximal effect; % is scaled to controls: 0 for no effect and ±100 for the full control effect
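TR-FRET readout: Ex 340 nm, 665/545 nm emission ratio, normalized to buffer-only (basal) and MBNL1-(CUG)12 controls. Complex of MBNL1-His with Biotin-(CUG)12, compounds 92 nM–58 uM, incubated 60 min at room temperature.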
A-T KAP1 phos – qHTS Assay for Identifying a Potential Treatment of Ataxia-Telangiectasia. Potency, µM (titrated, usually from 57.5 µM), for inactives: at the highest dose activation, most hits filed as activators. AID 485349, 2010. 320,000 tested, 0.19% active. […] A-T fibroblasts, KAP-1 phosphorylation AlphaLISA; neocarzinostatin DNA damage 30 min before lysis; also: potency is read from the fitted curve at half-maximal effect; % of control where 0% means no effect; nearly all actives have a fitted effect of over 45% in size
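hTERT-immortalized A-T patient fibroblasts ([…]), 500 cells/well in OPTI-MEM, 1% FBS, got compounds for 60 min, then NCS for 30 min at 37C. Lysates were then assayed for phospho-KAP-1 by AlphaLISA (anti-pKAP1 donor, anti-KAP1 acceptor beads), 6 hr at 25C.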
a7 integrin act – qHTS for Activators of Integrin-Mediated Alleviation for Muscular Dystrophy. alpha7betagal myoblasts, beta-gal FDG fluorescence, 48 h. Potency, µM (highest dose often 38.3 µM), without a hit: top-dose activation, most hits filed as activators. 350,000 tested, 0.064% active;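 also: potency is read from the fitted curve at half-maximal effect; 100% = response of the positive control SU9516; nearly all actives have a fitted effect of over 60% in size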
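alpha7betagal+/- myoblasts (passage 13, 250/well) treated 48 h at 37C with compounds at 1:260 dilution of DMSO stock. Lysed, then beta-galactosidase activity read as FDG fluorescence (ex 480/em 540) after 30 min, with pre-read for autofluorescence.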
ASM inhibitor – Inhibitors of Secretory Acid Sphingomyelinase (S-ASM): qHTS; Sphingomyelin phosphodiesterase (Homo sapiens), P17405; placental ASM, HMU-PC fluorogenic substrate, 60 min; Potency, µM (doses to about 57.5 µM), inactives show top-dose activity change, negative = inhibition, most hits filed as inhibitors; 340,000 tested, 0.006% active; AID 504937, 2011; also: potency is read from the fitted curve at half-maximal effect
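HMU-PC0 cleavage (9 uM final) by human placental ASM, 60 min at 37 °C following 10 min compound exposure at RT; stopped at pH 10, fluorescence Ex 386/Em 447 nm.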
GALK inhibitor – qHTS Assay for Inhibitors of Human Galactokinase (GALK). P51570. Purified GALK, Kinase-Glo residual ATP luminescence. 270,000 tested, 0.007% active. Potency, µM (highest dose often 57.5 µM), without a hit: at the highest dose activity change, negative = inhibition, usual class: inhibitors. AID 1868, 2009; also: potency is read from the fitted curve at half-maximal effect; % is scaled to controls: 0 for no effect and ±100 for the full control effect
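The enzyme phosphorylates galactose (100 uM) using ATP (35 uM); inhibition is detected as higher residual ATP, quantified by bioluminescence after 1 h reaction at room temperature, pH 8.0.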
Coupling enz – qHTS Assay for Inhibitors of Fructose-1,6-bisphosphate Aldolase from Giardia Lamblia: Coupling assay counterscreen. coupling enzyme system counterscreen, AmpLite Red fluorescence. 290,000 tested, 0.67% active. activity change, negative = inhibition, % at 58.2 µM, hits read low; in the data active = activity change below about -30%; also: % is scaled to controls: 0 for no effect and ±100 for the full control effect
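Activity here indicates interference with the coupling reaction, not aldolase inhibition. Compounds at 57.5 uM final met coupling enzymes for 10 min at RT; substrate and AmpLite Red detection followed, with a 525/598 nm fluorescence read after 20 min.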
hERG WT inh – qHTS for Inhibitors of KCHN2 3.1: Wildtype qHTS. AID 720551, 2013. Voltage-gated inwardly rectifying potassium channel KCNH2 (Homo sapiens), Q12809. U2OS, BacMam KCNH2, thallium flux FluxOr; active compounds read low. activity change, % at 1.84 µM. 340,000 tested, 0.37% active;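 active = maximum activity change below -70%; inconclusive = maximum activity change between -70% and -50%; inactive = maximum activity change above -50%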; also: % is scaled to controls: 0 for no effect and ±100 for the full control effect
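U2OS cells transduced with wild-type KCNH2 virus are loaded with FluxOr dye for 45 min, and thallium flux is measured in kinetic reads before and after stimulation buffer. Rate constants are normalized to DMSO controls.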
TRPV1 agonist – HTS Assay for Compounds that Act as Agonists of the Vanilloid Receptor 1; AID 540275, 2011; TRPV1-expressing cells, Fluo-8 calcium influx, agonist mode; 320,000 tested, 0.19% active; Transient receptor potential cation channel subfamily V member 1 (Homo sapiens), Q8NER1; activation, % at 8.33 µM; in the data active = activation above about 80%; inconclusive = between about 30% and that limit; also: 0% is about no effect
Target sequence (Q8NER1 whole entry, looked up): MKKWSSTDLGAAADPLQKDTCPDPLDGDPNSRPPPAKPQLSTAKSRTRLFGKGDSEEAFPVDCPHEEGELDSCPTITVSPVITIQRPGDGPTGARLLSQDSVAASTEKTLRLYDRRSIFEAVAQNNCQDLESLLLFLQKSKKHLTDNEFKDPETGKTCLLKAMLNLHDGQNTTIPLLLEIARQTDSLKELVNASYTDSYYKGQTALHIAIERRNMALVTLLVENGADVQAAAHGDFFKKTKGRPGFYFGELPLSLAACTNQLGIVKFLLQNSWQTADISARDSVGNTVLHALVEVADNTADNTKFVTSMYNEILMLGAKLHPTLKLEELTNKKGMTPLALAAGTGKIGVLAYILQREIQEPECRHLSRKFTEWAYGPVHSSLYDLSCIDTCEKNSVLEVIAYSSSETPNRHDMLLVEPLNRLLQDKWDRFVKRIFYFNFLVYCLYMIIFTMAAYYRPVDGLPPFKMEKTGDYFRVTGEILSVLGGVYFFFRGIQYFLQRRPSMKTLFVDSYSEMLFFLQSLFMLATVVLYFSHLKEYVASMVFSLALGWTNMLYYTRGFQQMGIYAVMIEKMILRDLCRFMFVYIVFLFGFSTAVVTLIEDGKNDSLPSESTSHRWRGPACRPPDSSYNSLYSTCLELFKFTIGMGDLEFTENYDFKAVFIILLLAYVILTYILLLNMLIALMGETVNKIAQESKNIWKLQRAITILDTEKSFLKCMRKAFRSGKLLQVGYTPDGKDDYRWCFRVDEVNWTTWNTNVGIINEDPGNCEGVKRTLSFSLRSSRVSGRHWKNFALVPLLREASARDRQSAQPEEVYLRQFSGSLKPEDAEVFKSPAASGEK
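Fluo-8 calcium influx in TRPV1-expressing cells, kinetic read (ex 480/em 520 nm). Compound added and read 3 min for agonist activity, followed by capsaicin at EC20 final and 2 min further read for enhancement.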
KCNH2 3.1 inh – qHTS for Inhibitors of KCHN2 3.1: Mutant qHTS | 340,000 tested, 0.95% active | activity change, % (tested at about 1.8 µM) | U2OS KCNH2 3.1, thallium flux FluxOr; active compounds read low | Potassium voltage-gated channel subfamily H member 2, brain isoform KCNH2 3.1 (human) | AID 720553, 2013;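 active = maximum activity change below -70%; inconclusive = maximum activity change from -70% to -50%; inactive = maximum activity change above -50%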;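 also: thallium influx rate constant from kinetic fluorescence after stimulation buffer; % is scaled to controls: 0 for no effect and ±100 for the full control effect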
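We transduce U2OS cells with the mutant 3.1 virus, culture them overnight, load FluxOr with Red40 quencher for 45 min, then add stimulation buffer and read kinetically for 2 min to derive a normalized rate constant.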
CXXC DNA block – qHTS Fluorescence Polarization Assay for Inhibitors of MLL CXXC domain - DNA interaction. MLL-CXXC / FITC-HOXA9 DNA fluorescence polarization. AID 2662, 2010. Histone-lysine N-methyltransferase 2A (Homo sapiens), Q03164. Potency, µM (top dose mostly 115 µM), for the others: top-dose activity change, negative = inhibition, hits mostly inhibitors. 290,000 tested, 0.037% active; active = well fitted inhibition curve with a large enough effect in the polarisation, with a control signal flat, not every such curve was filed as active; inconclusive = small, poorly fitted or top-dose-only effect, or effect the other way, or a change in a side signal; inactive = no such curve, though single readings can be large or run the other way; the % refers to the polarisation; also: potency is read from the fitted curve at half-maximal effect
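Steps: dispense CXXC domain solution (7 uM) → pin compounds or unlabeled HOX-A9 DNA control → 5 min ambient → add FLSN-HOX-A9 solution (50 nM) → spin → 30 min ambient → fluorescence polarization. Tris pH 7.5/NaCl/DTT/BSA buffer.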
* hit, by the source's call; ? = inconclusive; nt = no result given; [ ] = another dose, or the depositor's remark. Unless noted, calls follow the shape of the dose curve; as a rule, active = well fitted curve in the direction sought with a large enough effect; inconclusive = small, poorly fitted or top-dose-only effect, or another doubt; inactive = no such curve, though single readings can be large; an effect the other way counts as inactive or inconclusive.

Fields – MBNL1 CUG block	A-T KAP1 phos	a7 integrin act	ASM inhibitor	GALK inhibitor	Coupling enz	hERG WT inh	TRPV1 agonist	KCNH2 3.1 inh	CXXC DNA block
1: Cc1ccc(C(=O)NC(=S)Nc2ccc(S(=O)(=O)N(C)c3ccccc3)cc2)cc1
 : 3%	4%	-6%	-8%	-3%	-5	2	-3	-30	17%
2: c1ccc(CSc2ncnc3c2cnn3Cc2ccccc2)cc1
 : 1%	6%	2%	-1%	1%	1	2	15	-28	-4%
3: Cc1ccc(S(=O)(=O)N2CC=C(c3ccc(F)cc3)CC2)cc1
 : 1%	-7%	-17%	5%	-2%	1	6	2	24	-2%
4: Cc1cc(Cl)c(S(=O)(=O)NCc2cccnc2)cc1OCC(=O)NC1CCCCC1
 : -7%	-3%	2%	2%	0%	1	-1	0	0	-1%
5: O=C(O)c1ccccc1C(=O)NCCc1c(C(=O)O)[nH]c2ccc(F)cc12
 : 5%	-50%	-4%	3%	-1%	6	1	0	8	2%
6: Cc1ccc2nsnc2c1S(=O)(=O)NCc1ccncc1
 : ?	nt	0%	1%	1%	-1	0	0	0	3%
7: Cc1ccc(/C=C/C(=O)NCCCN2CCN(CCCNC(=O)/C=C/c3ccc(C)cc3)CC2)cc1
 : -15%	0%	10%	-1%	0%	4	-119*	-4	-122*	-1%
8: O=C(Nc1ccc(OCc2ccccc2)cc1)c1cccs1
 : 15%	2%	3%	-2%	-7%	-2	2	26	18	21%
9: O=C(COC(=O)CCCc1nc2ccccc2s1)Nc1ncc(Cl)cc1Cl
 : ?	3%	-13%	2%	0%	4	4	-3	-3	3%
10: COc1ccc(C(=O)Oc2ccc(-c3nnco3)cc2)cc1S(=O)(=O)N1CCOCC1
 : nt	0%	3%	1%	nt	nt	-1	8	-9	nt
11: Cc1cccc(C(=O)NCCNC(=O)c2cnccn2)c1
 : 6%	3%	-18%	2%	6%	1	1	-3	-8	15%
12: Nc1nc(N2CCN(c3ccc(Cl)cc3)CC2)n[nH]1
 : -7%	2%	13%	3%	0%	5	3	5	-11	8%
13: Cc1csc(SCC(=O)NC(=O)NC(C)C)n1
 : 0%	7%	-27%	4%	-3%	3	0	-1	-5	-10%
14: Oc1c(C=Nc2ccccc2Cl)[nH]c2ccccc12
 : ?	0%	-21%	-2%	1%	-6	43	-1	18	?
15: Cc1ccc(NC(=O)Cn2nnc(C(=O)Nc3ccc(C)c(C)c3)c2N)cc1
 : 3%	-5%	12%	1%	-2%	0	-15	1	-2	54%[activator]

3 entries drawn at random from the list so far, as already listed:
Fields – MBNL1 CUG block	A-T KAP1 phos	a7 integrin act	ASM inhibitor	GALK inhibitor	Coupling enz	hERG WT inh	TRPV1 agonist	KCNH2 3.1 inh	CXXC DNA block
14: Oc1c(C=Nc2ccccc2Cl)[nH]c2ccccc12
 : ?	0%	-21%	-2%	1%	-6	43	-1	18	?
9: O=C(COC(=O)CCCc1nc2ccccc2s1)Nc1ncc(Cl)cc1Cl
 : ?	3%	-13%	2%	0%	4	4	-3	-3	3%
10: COc1ccc(C(=O)Oc2ccc(-c3nnco3)cc2)cc1S(=O)(=O)N1CCOCC1
 : nt	0%	3%	1%	nt	nt	-1	8	-9	nt

The listing continues.
entry | Structure | MBNL1 CUG block | A-T KAP1 phos | a7 integrin act | ASM inhibitor | GALK inhibitor | Coupling enz | hERG WT inh | TRPV1 agonist | KCNH2 3.1 inh | CXXC DNA block
16 | Cc1ccc(C)n1-c1ccc(N2CCOCC2)nc1 | ? | -1% | 7%[7.66 µM] | 9% | -2% | -28 | -4 | -4 | 15 | -3%
17 | CN(C)/C(=N\S(=O)(=O)c1ccccc1)c1ccccc1 | 8% | 2% | -14% | -5% | 1% | 0 | -4 | 0 | 1 | 6%
18 | O=C(COC(=O)c1ccccc1Br)NCCc1ccc(F)cc1 | -3% | -8% | 18% | 0% | 1% | -1 | -6 | 14 | -9 | -1%
19 | COc1ccc2c(c1)OC[C@H]1[C@H]2N2C(=O)c3cc(Cl)ccc3NC(=O)[C@@]2(C)[C@H]1c1ccccc1 | nt | 14% | -8% | -12% | nt | nt | -7 | 1 | -18 | nt
20 | COCCNC(=O)C(c1ccc(C)cc1)N(C(=O)CCC(=O)Nc1ccccn1)C1CCCC1 (stereo not drawn) | 4% | -3% | nt | nt | 0% | 5 | nt | -1 | nt | 0%
21 | COc1ccccc1Cn1c(=O)oc2ccc(C)cc21 | -2% | 4% | -23% | -1% | 2% | 4 | -16 | 11 | 0 | 9%
22 | CSc1ccccc1C(=O)C1CCCN(C(=O)c2csnn2)C1 (stereo not drawn) | 2% | 7%[11.5 µM] | 0% | -2% | -1% | -1 | -13 | 6 | -5 | 21%
23 | CCOc1ccc(NC(=O)CC2C(=O)N(c3ccccc3)C(=S)N2Cc2ccccn2)cc1 (stereo not drawn) | -7% | 6% | 18% | -4% | nt | 0 | -9 | 6 | -3 | -3%
24 | COc1ccc(-n2c(SCC(=O)Nc3ccccc3)nnc2-c2ccoc2C)cc1 | nt | nt | 13% | -2% | nt | nt | -9 | nt | -105* | nt
25 | COc1ccc(C)cc1NC(=O)C1CC(=O)N(CCc2ccc(F)cc2)C1 (stereo not drawn) | nt | nt | -4% | -2% | nt | nt | 10 | nt | 0 | nt
26 | CC(=O)Nc1cccc(C(=O)OCc2csc(CC(=O)Nc3ccccc3C)n2)c1 | nt | 39% | 17% | -2% | nt | nt | -30 | 7 | -1 | nt
27 | CCOc1ccc(NC(=S)N(CCc2c(C)[nH]c3ccccc23)Cc2ccco2)cc1 | 0% | 4% | -19% | -8% | nt | 1 | 0 | -5 | 0 | 18%
28 | COc1ccc(CNC(=O)N2CCc3ccccc3C2)cc1Cl | -6% | 50% | 17% | 4% | 0% | 0 | 6 | ? | ? | -5%
29 | N#CCc1nc(CSc2nc3ccccc3s2)cs1 | -2% | 5% | 6% | 0% | -1% | 0 | 4 | -4 | 5 | -4%
30 | Cc1oc(-c2cccs2)nc1CN1CCN(Cc2ccc(F)c(F)c2)C(CCO)C1 (stereo not drawn) | 4% | -3% | 2% | 5% | 2% | 3 | 5 | 0 | -8 | 30%[activator]
31 | O=C(NC1CCCCC1)C1CCN(c2ncccn2)CC1 | 23% | 3% | 9% | 3% | 0% | 3 | -13 | -1 | 2 | 1%
32 | CCn1nnnc1SCC(=O)Nc1nc(C)c(C)s1 | 1% | 2% | 2% | -1% | 0% | 2 | -7 | 1 | 24 | 2%
33 | O=S(=O)(CCOc1ccccc1)N1CCOCC1 | 3% | 6% | -13% | 5% | nt | 1 | 1 | 1 | 18 | 3%
34 | c1ccc(CCN=C2CCCc3c2[nH]c2ccccc32)cc1 | ? | 4% | 14% | 6% | 5% | -3 | 3 | 9 | 5 | -9%
35 | CC(Sc1nc2c([nH]c3ccccc32)c(=O)n1C)c1ccccc1 (stereo not drawn) | 5% | 2% | 15% | -2% | -1% | -1 | -10 | ? | 3 | 20%
36 | O=[N+]([O-])/C(=C\Nc1ccccc1)S(=O)(=O)c1ccccc1 | 2% | 1% | -8% | 2% | -2% | -3 | 4 | -1 | 5 | 8%
37 | O=C(NCc1ccccn1)NC1CCCCC1 | 3% | 4% | 18% | 5% | 1% | -2 | 1 | 3 | 7 | -3%
